Bim-Mcl-1 = inhibitors of Bim peptide binding to Mcl-1, primary screen, biochemical, bead-based flow cytometry, multiplex | Bim peptide-Mcl-1 binding | inhibition, % at 10 µM | 0.1% of 190,000 active | AID 1009, 2008;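 also: 0% = no compound tracer wells and 100% = peptide blocker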
Bcl-W Bim block = inhibitors of Bim binding to Bcl-W, primary screen, biochemical, multiplexed, bead-based flow cytometry; Bcl-2-like protein 2 (Homo sapiens), Q92843; 0.02% of 190,000 active; inhibition, % at 10 µM; AID 952, 2007; Bim peptide-Bcl-W binding;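 also: 0% = bound tracer without compound and 100% = peptide blocker; higher means less fluorescent Bim peptide bound to Bcl-W beads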
Bim-Bcl-2 = inhibitors of Bim-Bcl-2 binding, primary screen, biochemical, multiplexed, human Bcl-2 family | 0.06% of 190,000 active | Apoptosis regulator Bcl-2 (Homo sapiens), P10415 | Bead-based flow cytometry, Bim peptide-Bcl-2 binding | inhibition, % at 10 µM; in the data active = inhibition above about 40%; inconclusive = no clear call, values can overlap the other calls;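 also: 0% = no compound wells with probe peptide and 100% = reference peptide inhibitor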
Target sequence (P10415 whole entry, looked up): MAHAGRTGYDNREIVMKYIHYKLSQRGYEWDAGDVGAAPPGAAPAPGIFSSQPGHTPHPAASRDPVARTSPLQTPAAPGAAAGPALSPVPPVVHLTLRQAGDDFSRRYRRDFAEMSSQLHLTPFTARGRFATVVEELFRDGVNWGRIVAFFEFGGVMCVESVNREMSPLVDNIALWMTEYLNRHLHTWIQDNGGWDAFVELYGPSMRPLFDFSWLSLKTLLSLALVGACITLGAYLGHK
Mcl1-Bid inh = Mcl-1/Bid binding inhibitors, primary screen, biochemical, TR-FRET, 1536-well | Induced myeloid leukemia cell differentiation protein Mcl-1 (Homo sapiens), Q07820 | TR-FRET Mcl-1/Bid-Dy647 peptide binding | inhibition, % at 21.7 µM | 0.97% of 220,000 active | AID 1021, 2008;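 active = compounds that cut the binding signal by more than half at the single screening dose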;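 also: His-tagged Mcl-1 with europium anti-His antibody binding Bid BH3 peptide; 0% = Mcl-1 plus peptide wells and 100% = peptide-only wells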
RGS8-Gao = RGS8-Galphao binding modulators, primary screen, biochemical, multiplexed bead flow cytometry; Guanine nucleotide-binding protein G(o) subunit alpha (Homo sapiens), P09471; actives lie on both sides; response (percent of control binding), % at 10 µM; 0.34% of 220,000 active; AID 1423, 2008; in the data active = response below about 60% or above about 140%; inactive = in between;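 also: Galphao activated as the GDP aluminium fluoride complex binding bead-coupled RGS8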
Target sequence (P09471 whole entry, looked up): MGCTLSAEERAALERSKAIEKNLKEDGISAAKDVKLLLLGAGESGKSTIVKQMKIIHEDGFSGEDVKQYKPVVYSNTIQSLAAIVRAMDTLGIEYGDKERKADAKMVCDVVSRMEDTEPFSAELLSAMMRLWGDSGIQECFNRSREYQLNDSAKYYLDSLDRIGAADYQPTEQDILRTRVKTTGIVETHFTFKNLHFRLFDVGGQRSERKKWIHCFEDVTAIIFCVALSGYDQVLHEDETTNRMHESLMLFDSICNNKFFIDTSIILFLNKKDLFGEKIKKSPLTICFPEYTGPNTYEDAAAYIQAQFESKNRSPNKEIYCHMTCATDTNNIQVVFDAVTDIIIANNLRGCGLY
Mcl1-Noxa inh = Mcl-1/Noxa binding inhibitors, primary screen, biochemical, TR-FRET, 1536-well. inhibition, % at 21.7 µM. TR-FRET Mcl-1/Noxa peptide binding, 2 h. Induced myeloid leukemia cell differentiation protein Mcl-1 (Homo sapiens), Q07820. 1.5% of 220,000 active;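 active = compounds that cut the protein-peptide binding signal by more than 50% relative to plate controls in a single-dose test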;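 also: His-tagged Mcl-1 with rhodamine Noxa BH3 peptide and terbium anti-His antibody; 0% = Mcl-1 plus Noxa peptide wells and 100% = peptide-only wells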
RGS4-Gao reg = modulators of RGS4 binding to Galphao, primary screen, biochemical, multiplexed bead flow cytometry. actives lie on both sides. binding response (% of control), % at 10 µM. 0.33% of 220,000 active. AID 1415, 2008; in the data active = binding response below about 49% or above about 150%; inactive = in between;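 also: fluorescent Galphao activated with aluminum fluoride binding bead-coupled RGS4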
Bcl-XL Bim block = inhibitors of Bim-Bcl-XL binding, primary screen, biochemical, multiplexed, bead flow cytometry, human Bcl-XL; Bcl-2-like protein 1 (Homo sapiens), Q07817; Bim peptide-Bcl-XL binding, fluorescence; inhibition, % at 10 µM; 0.04% of 190,000 active
Target sequence (Q07817 whole entry, looked up): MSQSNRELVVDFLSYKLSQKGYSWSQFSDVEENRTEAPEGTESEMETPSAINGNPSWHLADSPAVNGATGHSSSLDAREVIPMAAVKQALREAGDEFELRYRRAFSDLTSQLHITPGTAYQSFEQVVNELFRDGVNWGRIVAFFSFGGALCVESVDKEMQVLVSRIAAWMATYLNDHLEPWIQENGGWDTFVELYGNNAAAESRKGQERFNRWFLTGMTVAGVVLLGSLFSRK
Bfl-1 Bim block = inhibitors of Bim binding to Bfl-1, primary screen, biochemical, multiplexed, bead-based flow cytometry; Bcl-2-related protein A1 (Homo sapiens), Q16548; Bim-Bfl-1 binding inhibition; inhibition, % at 10 µM; 0.12% of 190,000 active;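 also: 0% = wells without compound plus tracer and 100% = blocker peptide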
RGS7-Gao reg = RGS7-Galphao binding modulators, primary screen, biochemical, multiplexed bead flow cytometry | Guanine nucleotide-binding protein G(o) subunit alpha (Homo sapiens), P09471 | actives lie on both sides | binding response (% of control), % at 10 µM | 0.35% of 220,000 active; in the data active = binding response below about 49% or above about 150%; inconclusive = no clear call, values can overlap the other calls; inactive = in between;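 also: fluorescent Galphao held in activated GDP-AlF4 state binding bead-coupled RGS7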
Bim-Bcl-B = inhibitors of Bim-Bcl-B binding, primary screen, biochemical, multiplexed, human Bcl-2 family; 0.073% of 190,000 active; AID 951, 2007; inhibition, % at 10 µM; bead-based flow cytometry, Bim peptide-Bcl-B binding;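 also: 0% = tracer peptide without compound and 100% = reference inhibitor peptide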
Target sequence (Q9HD36 whole entry, looked up): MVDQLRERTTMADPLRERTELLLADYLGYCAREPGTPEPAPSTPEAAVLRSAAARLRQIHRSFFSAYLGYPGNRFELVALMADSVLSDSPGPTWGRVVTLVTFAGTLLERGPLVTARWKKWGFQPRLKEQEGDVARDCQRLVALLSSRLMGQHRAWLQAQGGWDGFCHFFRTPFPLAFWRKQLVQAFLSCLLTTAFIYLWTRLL
* marks the source's active call; other numbers are inactive results; ? = inconclusive; . = not tested or not shown. Rule as the data show it, unless noted: active = inhibition above about 40%.

SMILES	Bim-Mcl-1	Bcl-W Bim block	Bim-Bcl-2	Mcl1-Bid inh	RGS8-Gao	Mcl1-Noxa inh	RGS4-Gao reg	Bcl-XL Bim block	Bfl-1 Bim block	RGS7-Gao reg	Bim-Bcl-B
CCCCc1nnc(NC(=O)C(C)Sc2nc(C)cc(=O)[nH]2)s1 (configuration not stated)	-3.0	0.0	-3.0	-18.7	97.1	-4.4	97.6	-2.0	-3.0	94.2	-3.0
O=C(NCCC1=CCCCC1)C1CCC(CNc2c(N3CCCCC3)c(=O)c2=O)CC1 (configuration not stated)	.	.	.	-14.7	103.7	-19.9	103.3	.	.	?	.
CC(CCc1ccco1)NC(=O)c1cccc2c1C(=O)N(C1CCCCC1)C2 (configuration not stated)	1.0	-1.0	-1.0	-11.6	98.7	9.9	100.6	-1.0	-1.0	100.3	-4.0
O=C(N/N=C/C(Br)=C/c1ccccc1)c1n[nH]c2c1CCC2	4.0	4.0	0.0	-15.5	95.8	8.3	96.7	-2.0	-10.0	98.5	-5.0
COc1ccc(C2(CNC(=O)c3cccc([N+](=O)[O-])c3)CCOCC2)cc1	-8.0	-7.0	-16.0	-10.2	99.0	11.8	101.7	-9.0	-16.0	100.0	-14.0
CCOC(=O)c1[nH]c(C)c(C(=O)OCCOc2cccc(C)c2)c1C	20.0	9.0	7.0	-18.1	90.6	10.2	93.3	6.0	5.0	97.2	9.0
CC(C)(C)NC(=O)C(=O)N/N=C/c1cccs1	-1.0	0.0	0.0	-32.5	98.1	-3.5	95.2	-5.0	-13.0	92.3	-8.0
COc1cccc(CNC(=O)CCS(=O)(=O)c2cccs2)c1	-1.0	-1.0	0.0	13.9	98.2	-5.3	103.8	-2.0	-2.0	99.8	-2.0
O=C1c2cccc3c(Cl)ccc(c23)C(=O)N1O	0.0	2.0	1.0	-7.4	98.5	-114.2	107.2	4.0	-2.0	109.9	3.0
CCCCNc1cc(=O)n(C)c(=O)[nH]1	1.0	0.0	-1.0	-21.9	102.9	-2.9	102.1	-3.0	-6.0	100.8	-3.0
C=CC[n+]1c(-c2ccc(OC)c(OC)c2)csc1NNC(=O)Nc1ccccc1	0.0	0.0	2.0	-15.5	97.1	7.7	97.5	2.0	1.0	96.4	-9.0
COc1ccccc1OCCC(=O)OCC(=O)c1[nH]c(C)c(C(C)=O)c1C	-4.0	-2.0	0.0	-10.4	99.4	20.0	105.9	-1.0	5.0	99.3	6.0
COc1ccc(N(C(=O)c2ccc(C)cc2)S(=O)(=O)c2cccs2)cc1	-4.0	0.0	0.0	-5.1	84.5	14.8	95.8	-3.0	0.0	94.3	-6.0
CCOC(=O)C1CCN(C(=O)C(C)Oc2ccc(Br)cc2)CC1 (configuration not stated)	0.0	2.0	0.0	1.6	103.1	24.9	101.1	0.0	-2.0	99.2	1.0
Nc1ccc(C(=O)Nc2ccc3nc(-c4ccncc4)[nH]c3c2)cc1	1.0	2.0	0.0	-17.7	98.5	26.9	98.4	-5.0	-5.0	92.3	-3.0
CC1(C)Cc2c(c(-c3ccco3)nc3sc4c(NCC5CCCO5)ncnc4c23)CO1 (configuration not stated)	7.0	4.0	3.0	-2.7	98.5	50.6*	96.1	-5.0	18.0	94.9	-10.0
Nc1nnc(SCc2cn3cc(Cl)ccc3n2)s1	2.0	2.0	1.0	-38.4	99.2	11.1	99.3	2.0	8.0	99.7	3.0
COc1cc(OC)cc(C(=O)Nn2cc(C(=O)Nc3c(F)cccc3F)c3ccccc3c2=O)c1	-1.0	-1.0	-2.0	-1.6	102.0	14.8	103.3	-4.0	0.0	105.5	-3.0
COc1ccc(/C=C(\NC(=O)/C=C/c2ccco2)C(=O)NCCc2nc3ccccc3[nH]2)cc1	-3.0	0.0	2.0	-16.0	110.2	-1.2	102.7	-3.0	-4.0	96.3	-2.0
Cc1ccc(NCC(O)Cn2cnc3c2c(=O)n(C)c(=O)n3C)cc1 (configuration not stated)	.	.	.	-46.0	103.0	7.7	99.7	.	.	?	.
COC(=O)c1cc(NS(=O)(=O)c2ccc(NCc3cccnc3)c([N+](=O)[O-])c2)cc(C(=O)OC)c1	-29.0	-15.0	-8.0	3.2	104.6	18.0	106.4	-9.0	-3.0	104.7	-2.0
C=C1CCN([C@H](C(=O)NCc2ccc(Cl)cc2)C(C)C)S(=O)(=O)c2ccccc21	.	.	.	-25.8	98.9	-7.3	99.5	.	.	?	.
CC1(C)Cc2nc(-c3ccccc3)nc(NNC(=O)c3ccco3)c2CO1	.	.	.	-1.5	100.4	-2.3	98.0	.	.	?	.
O=C(Nc1ccc(S(=O)(=O)NC2CCCCC2)cc1)c1ccc(Br)o1	0.0	0.0	-11.0	-35.9	103.6	-0.8	100.7	-2.0	-13.0	99.9	-5.0
Cn1c(C(=O)NCCN2CCOCC2)cc2c(=O)n(C)c3ccccc3c21	-5.0	-4.0	-1.0	-27.2	115.5	-6.6	105.0	-3.0	-3.0	104.6	0.0
COc1cccc(C(=O)/C=C/c2ccc(OCC#N)c(OC)c2)c1	-8.0	-9.0	-9.0	-12.2	102.2	6.8	103.9	-13.0	-11.0	101.4	-12.0
O=C(O)CSc1nc2c(cnn2-c2ccccc2)c(=O)n1-c1ccc(Br)cc1	1.0	2.0	1.0	-1.0	104.5	10.0	103.6	-2.0	0.0	102.5	3.0
CO/N=C\CC(=O)Nc1ccc(Cl)cc1Cl	0.0	2.0	-2.0	-18.6	99.9	0.1	98.4	-2.0	-2.0	102.7	-3.0
Cc1cccc(NC2=NC3(CCCCC3)N=C(N)N2)c1C	-2.0	1.0	0.0	-27.3	118.1	-2.8	114.1	0.0	0.0	115.8	0.0
O=C(NC1(C(F)(F)F)NC(=O)N(C2CCCC2)C1=O)C1CC1 (configuration not stated)	-2.0	5.0	-8.0	-27.0	102.7	-8.4	101.7	-1.0	-13.0	101.7	-8.0

Single records, as listed above. Values in the order: Bim-Mcl-1	Bcl-W Bim block	Bim-Bcl-2	Mcl1-Bid inh	RGS8-Gao	Mcl1-Noxa inh	RGS4-Gao reg	Bcl-XL Bim block	Bfl-1 Bim block	RGS7-Gao reg	Bim-Bcl-B
CC1(C)Cc2c(c(-c3ccco3)nc3sc4c(NCC5CCCO5)ncnc4c23)CO1 (configuration not stated) across the screens: 7.0	4.0	3.0	-2.7	98.5	50.6*	96.1	-5.0	18.0	94.9	-10.0
O=C(Nc1ccc(S(=O)(=O)NC2CCCCC2)cc1)c1ccc(Br)o1 across the screens: 0.0	0.0	-11.0	-35.9	103.6	-0.8	100.7	-2.0	-13.0	99.9	-5.0

Other structures
SMILES	Bim-Mcl-1	Bcl-W Bim block	Bim-Bcl-2	Mcl1-Bid inh	RGS8-Gao	Mcl1-Noxa inh	RGS4-Gao reg	Bcl-XL Bim block	Bfl-1 Bim block	RGS7-Gao reg	Bim-Bcl-B
N#C/C(=C\c1ccc(-c2ccc(C(=O)O)cc2)o1)C(=O)NCC1CCCO1 (configuration not stated)	-1.0	-4.0	-1.0	-49.8	97.0	19.1	98.4	-3.0	-3.0	96.8	0.0
Cc1ccc2[nH]c(=O)c(N3CCOCC3)c(-c3ccccc3)c2c1	-8.0	-3.0	-8.0	7.6	96.1	-33.3	96.5	-8.0	-5.0	97.8	-1.0
CCOc1cc(/C=N\NC(=O)CC(=O)NCCc2ccccc2)ccc1O	1.0	0.0	2.0	-36.1	103.6	14.7	102.6	3.0	-3.0	102.4	1.0
COC(=O)c1sc2[nH]c(=S)n(N)c(=O)c2c1C	0.0	-3.0	0.0	-41.2	126.5	52.1*	126.6	-5.0	3.0	127.7	-22.0
O=C(COS(=O)c1ccccc1)Nc1cc(Cl)ccc1N1CCOCC1 (configuration not stated)	-2.0	-4.0	0.0	-25.5	99.2	6.5	102.1	-1.0	-6.0	101.3	-4.0
CCC(C)Sc1nc2c(cnn2-c2ccccc2)c(=O)[nH]1 (configuration not stated)	0.0	0.0	-5.0	-20.4	102.5	-0.8	101.4	-3.0	-12.0	100.8	-3.0
CCC(C)(C(=O)NC1CCCC1)N(Cc1cccs1)C(=O)c1ccc2c(c1)OCO2 (configuration not stated)	1.0	1.0	2.0	0.9	102.7	-5.8	96.0	-2.0	1.0	96.4	-4.0
O=C(NNC1CC(=O)N(c2ccc3c(c2)OCCO3)C1=O)c1ccc(Cl)cc1 (configuration not stated)	0.0	0.0	-2.0	-24.3	103.9	10.3	104.5	-3.0	-3.0	99.5	-2.0
CCCCc1c(C)[nH]c(C(=O)OCC)c1C	-6.0	-4.0	-5.0	-36.1	97.8	3.4	100.3	-2.0	0.0	101.3	-4.0
Cc1cccc(N2NC(=O)/C(=C/c3ccc(-c4ccc(Cl)c(C(=O)O)c4)o3)C2=O)c1	3.0	1.0	4.0	-51.7	100.4	43.1	95.3	-1.0	3.0	96.2	0.0
Cc1ccc(C)n1-c1c(C(=O)NN)cnn1-c1ccccc1	-1.0	-4.0	0.0	-24.5	98.8	13.7	98.2	-3.0	-4.0	?	-5.0
O=C1CCC(=O)c2oc3ccccc3c2N1	0.0	0.0	0.0	-17.9	97.8	5.5	96.9	-2.0	2.0	99.8	1.0
CCCC1S/C(=N/N=C/c2ccc(C)cc2)N(Cc2ccc(OC)cc2)C1=O (configuration not stated)	-4.0	-2.0	-15.0	-15.5	101.0	13.1	103.5	-10.0	-15.0	100.8	-9.0
CN(Cc1cccs1)C(=O)COc1cccc(-n2cnnn2)c1	-2.0	-2.0	-8.0	5.2	101.3	12.8	101.5	-5.0	-11.0	100.2	-6.0
O=C(Nc1c(-c2ccccc2)nc2ccc(Cl)cn12)c1cccs1	-5.0	-1.0	-7.0	-18.3	97.7	14.1	98.4	-5.0	-5.0	97.4	-7.0
CC(C)(C)c1ccccc1NC(=O)Cn1cnc2cc([N+](=O)[O-])ccc2c1=O	-3.0	-3.0	-2.0	-27.9	99.8	21.6	99.1	-4.0	-4.0	?	-2.0
COc1cc(Br)c(CC(=O)O)cc1OC	-3.0	-1.0	-6.0	-23.1	103.8	3.5	99.0	-5.0	-17.0	100.6	-8.0
c1ccc(Cn2nnnc2-c2ccco2)cc1	0.0	1.0	-7.0	-29.8	98.9	3.4	99.6	-12.0	-8.0	98.3	-6.0
N#CC1=C(N)N(c2ccccc2)C(c2cccc([N+](=O)[O-])c2)C1(C#N)C#N (configuration not stated)	-4.0	-1.0	-3.0	-7.4	90.8	-2.6	96.6	-1.0	0.0	94.9	-1.0
CC1=NN(c2ccc(S(=O)(=O)O)cc2C)C(=O)C1	0.0	0.0	-2.0	-39.9	101.3	-0.8	101.2	-1.0	-5.0	98.8	-5.0
CCCCNC(=S)NNC(=O)c1ccco1	-5.0	-6.0	-12.0	-30.5	106.1	13.7	104.0	-10.0	-4.0	103.8	-23.0
Cc1ccc(Nc2nc(-c3ccc(O)c(O)c3)cs2)nc1	1.0	-4.0	0.0	-12.3	99.2	54.2*	99.5	-2.0	-2.0	101.8	-3.0

Screens deposited in PubChem by several laboratories.
